PLC-gamma1 inh – inhibitors of human phospholipase C gamma1; P19174; purified PLC-gamma1, fluorogenic substrate, fluorescence; inhibition, % at 12.2 µM; 370,000 compounds, 0.84% hits; in the data active means inhibition above about 9.5%
MBD2 DNA inh – MBD2-methylated oligo binding inhibition; Q9UBB5; TR-FRET, MBD2 binding to methylated oligonucleotide; inhibition, % at 4.4 µM; 370,000 compounds, 0.31% hits; in the data active means inhibition above about 13%
UHRF1 binding – blocks human UHRF1 binding to methylated DNA | UHRF1 binding to methylated oligo, TR-FRET | Q96T88 | inhibition, % at 4.4 µM | 370,000 compounds, 0.75% hits; in the data active means inhibition above about 21%;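 further: UHRF1 SRA domain binding a hemimethylated CpG hairpin DNA probe; 0% = median of test compound wells and 100% = reference inhibitor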
Target sequence (Q96T88 whole entry, looked up, the tested form may be a part): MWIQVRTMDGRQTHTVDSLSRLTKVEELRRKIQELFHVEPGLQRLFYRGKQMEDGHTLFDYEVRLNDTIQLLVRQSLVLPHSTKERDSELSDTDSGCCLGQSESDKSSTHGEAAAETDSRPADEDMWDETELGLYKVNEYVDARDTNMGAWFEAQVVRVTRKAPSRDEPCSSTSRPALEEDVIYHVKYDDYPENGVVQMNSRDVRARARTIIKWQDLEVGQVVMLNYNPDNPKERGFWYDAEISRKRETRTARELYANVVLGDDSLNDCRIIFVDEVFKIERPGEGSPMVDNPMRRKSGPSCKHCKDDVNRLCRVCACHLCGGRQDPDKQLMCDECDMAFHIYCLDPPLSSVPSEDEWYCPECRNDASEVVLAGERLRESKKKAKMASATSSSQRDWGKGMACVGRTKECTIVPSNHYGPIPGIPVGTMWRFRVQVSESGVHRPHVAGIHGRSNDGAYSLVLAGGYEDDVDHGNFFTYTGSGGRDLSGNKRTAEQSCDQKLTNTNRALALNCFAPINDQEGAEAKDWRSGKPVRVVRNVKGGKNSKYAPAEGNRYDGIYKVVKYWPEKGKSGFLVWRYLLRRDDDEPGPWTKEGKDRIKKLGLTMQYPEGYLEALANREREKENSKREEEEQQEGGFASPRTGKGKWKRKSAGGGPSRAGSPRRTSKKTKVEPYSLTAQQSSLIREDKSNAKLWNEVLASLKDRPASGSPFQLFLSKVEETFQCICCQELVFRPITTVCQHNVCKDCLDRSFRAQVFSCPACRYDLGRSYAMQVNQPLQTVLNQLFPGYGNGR
ARFGAP1 inhibitor – inhibitors of rat ARFGAP1; Q62848; Arfgap1-stimulated ARF1 GTP hydrolysis, GDP FP detection; inhibition, % at 16.5 µM; 360,000 compounds, 0.26% hits;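 active means inhibition above a per-plate limit, mean inhibition of low control wells plus 3 SD, cut at about 25% in these data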;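 further: 0% = DMSO wells with enzyme and 100% = wells lacking Arfgap1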
Target sequence (Q62848 1-136 limits assumed): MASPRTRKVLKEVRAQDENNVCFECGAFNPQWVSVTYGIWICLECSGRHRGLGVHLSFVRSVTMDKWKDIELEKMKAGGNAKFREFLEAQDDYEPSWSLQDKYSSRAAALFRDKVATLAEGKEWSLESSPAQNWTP
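Repeats: one replicate per compound; assay system: rat Arfgap1 catalytic domain, aa 1-136; times: enzyme reaction 120 min at 25 °C after 20 min preincubation; detection: FP of antibody-bound GDP Alexa 633 tracer, ex 620/em 688 nm; benchmarks: high control wells lacking Arfgap1, low control full reaction with DMSO; reagent: human ARF1(Δ1-17)-GTP substrate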
Tn7 DDE FP – DD(E)-Tn7 binding inhibition, primary FP screen. P02675. FP displacement of FITC-Tn7 peptide from fibrin DD(E); 0% = median of compound wells per plate. inhibition, % at 8.3 µM. 370,000 compounds, 0.13% hits. AID 720508;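 active means inhibition above the mean of compounds falling within the control limits plus 3 SD of them, cut at about 14% in these data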;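 further: 0% = plate median of compound wells and 100% = 10 µM Aha-Tn7 peptide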
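Assay system: Human fibrin DD(E) protein | Medium: Tris buffer with calcium and detergent, pH 7.8 | Reagent: 0.1 µM fluorescent Tn7 | Compound dosing: Single point at 8.3 µM | Times: 10 min preincubation, 3 h with tracer, room temperature | Detection: Fluorescence polarization of the labelled Tn7 tracer | Controls: Aha-Tn7 high control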
KLK7 zymogen act – activates the human kallikrein-7 zymogen. P49862. purified proKLK7, EDANS-DABCYL substrate fluorescence; 100% is mature enzyme control, 0% vehicle. activation, % at 7 µM. 370,000 compounds, 0.9% hits;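 active means activation above the mean of all tested compounds plus 3 SD, computed per campaign excluding outliers beyond control limits, cut at about 13% in these data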
PLCb3 inh – inhibitors of human phospholipase C beta3 | Q01970 | Purified PLC-beta3, fluorogenic substrate, fluorescence | inhibition, % at 12.2 µM | 370,000 compounds, 0.18% hits; in the data active means inhibition above about 11%;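 further: 0% = median of compound wells on plate and 100% = full blocker control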
ASAP1 inh – blocks human ASAP1-stimulated Arf1 GTP hydrolysis; GDP FP detection; Q9ULH1; inhibition, % at 16.5 µM; AID 624377; 360,000 compounds, 0.19% hits; in the data active means inhibition above about 25%;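 further: 0% = vehicle with enzyme and substrate and 100% = no enzyme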
ADAM17 inh – inhibitors of human ADAM17 | 370,000 compounds, 0.83% hits | P78536 | inhibition, % at 6.95 µM | recombinant ADAM17, EDANS/DABCYL FRET peptide cleavage;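 active means inhibition above the mean of compounds lying between control limits plus 3 SD, set per campaign, cut at about 8.5% in these data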;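 further: 0% = DMSO-only wells as the low control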
DDE Tn6 FP inh – DD(E)-Tn6 binding inhibition, primary FP screen; P02675; Fibrin DD(E) TRITC-Tn6 fluorescence polarization displacement; inhibition, % at 8.3 µM; 370,000 compounds, 0.21% hits; AID 720509;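 active means inhibition above a per-campaign cutoff: mean of compounds within control limits plus 3 SD, cut at about 15% in these data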;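 further: 0% = median of all compound wells on the plate and 100% = blocking peptide control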
Starred values were filed as active, the others as inactive. Compounds were not picked by outcome; any-hit rate near 4.1%.

O=C(Nc1ccc(F)cc1F)C1CCN(S(=O)(=O)c2cccnc2)CC1 was read as PLC-gamma1 inh 6, MBD2 DNA inh -2, UHRF1 binding 3, ARFGAP1 inhibitor 19, Tn7 DDE FP 0, KLK7 zymogen act 0.5, PLCb3 inh 0, ASAP1 inh -7, ADAM17 inh 3 and DDE Tn6 FP inh -11.
Screening CCCN(CCC)Cc1c(C(=O)N/N=C/c2ccc(Br)cc2)nnn1-c1nonc1N returned PLC-gamma1 inh 2, MBD2 DNA inh -5, UHRF1 binding 0, ARFGAP1 inhibitor 12, Tn7 DDE FP -3, KLK7 zymogen act 0.5, PLCb3 inh -6, ASAP1 inh 0, ADAM17 inh 1 and DDE Tn6 FP inh 5.
`O=C1NC2(CCN(Cc3ccccc3)CC2)Oc2ccccc21` gave PLC-gamma1 inh 3, MBD2 DNA inh 2, UHRF1 binding -2, ARFGAP1 inhibitor -9, Tn7 DDE FP 4, KLK7 zymogen act 0.1, PLCb3 inh 1, ASAP1 inh 10, ADAM17 inh 1 and DDE Tn6 FP inh 0.
`CCOC(=O)c1c(C)[nH]c(C(=O)N/N=C/c2cc([N+](=O)[O-])ccc2O)c1C` gave PLC-gamma1 inh 0, MBD2 DNA inh 6, UHRF1 binding 1, ARFGAP1 inhibitor 6, Tn7 DDE FP 3, KLK7 zymogen act -0.5, PLCb3 inh -12, ASAP1 inh 2, ADAM17 inh -6 and DDE Tn6 FP inh 5.
Screening COc1ccc(N2CC(C(=O)Nc3ccc(S(=O)(=O)Nc4nccs4)cc3)CC2=O)c(OC)c1 (configuration not stated) returned PLC-gamma1 inh 2, MBD2 DNA inh 6, UHRF1 binding 5, ARFGAP1 inhibitor 25*, Tn7 DDE FP 6, KLK7 zymogen act -0.7, PLCb3 inh -9, ASAP1 inh 2, ADAM17 inh -6 and DDE Tn6 FP inh -2.
`Cn1c(=O)cc(OCC(=O)NCc2cccnc2)c2ccccc21` gave PLC-gamma1 inh 6, MBD2 DNA inh 1, UHRF1 binding 1, ARFGAP1 inhibitor 7, Tn7 DDE FP -11, KLK7 zymogen act -0.1, PLCb3 inh 3, ASAP1 inh 3, ADAM17 inh 3 and DDE Tn6 FP inh 0.
For NS(=O)(=O)c1ccc(CCNC(=O)c2ccccc2[N+](=O)[O-])cc1 the results were PLC-gamma1 inh 6, MBD2 DNA inh -4, UHRF1 binding -3, ARFGAP1 inhibitor -14, Tn7 DDE FP 2, KLK7 zymogen act -0.1, PLCb3 inh 3, ASAP1 inh -10, ADAM17 inh -4 and DDE Tn6 FP inh 3.
COc1ccccc1N1CCN(C(=O)C(C)N(c2ccc(C)cc2)S(C)(=O)=O)CC1 (configuration not stated) was read as PLC-gamma1 inh 0, MBD2 DNA inh 1, UHRF1 binding -1, ARFGAP1 inhibitor -7, Tn7 DDE FP 2, KLK7 zymogen act 0.2, PLCb3 inh 2, ASAP1 inh -6, ADAM17 inh -2 and DDE Tn6 FP inh -3.
`Cc1ccc(-c2csc(N)n2)cc1` gave PLC-gamma1 inh -2, MBD2 DNA inh -2, UHRF1 binding 0, ARFGAP1 inhibitor 2, Tn7 DDE FP 1, KLK7 zymogen act -0.4, PLCb3 inh -2, ASAP1 inh -3, ADAM17 inh -3 and DDE Tn6 FP inh 0.
For Cc1nc(Nc2nc(CSc3nc4ccccc4[nH]3)cc(=O)[nH]2)nc2ccccc12 the results were PLC-gamma1 inh 9, MBD2 DNA inh -3, UHRF1 binding 0, ARFGAP1 inhibitor 24, Tn7 DDE FP -7, KLK7 zymogen act -0.8, PLCb3 inh 5, ASAP1 inh 6, ADAM17 inh 4 and DDE Tn6 FP inh 15.
COc1ccccc1N1CCN(C(=O)c2cc3ccccc3[nH]2)CC1 was read as PLC-gamma1 inh 1, MBD2 DNA inh 3, UHRF1 binding -2, ARFGAP1 inhibitor -7, Tn7 DDE FP 2, KLK7 zymogen act 0.4, PLCb3 inh -3, ASAP1 inh 2, ADAM17 inh 0 and DDE Tn6 FP inh 1.
Screening Cc1cc(N2CCN(S(C)(=O)=O)C[C@H]2C)ccc1N1CCN(Cc2ccccc2)[C@H](C)C1 returned PLC-gamma1 inh 0, MBD2 DNA inh -3, UHRF1 binding 0, ARFGAP1 inhibitor -5, Tn7 DDE FP -1, KLK7 zymogen act 1.2, PLCb3 inh 1, ASAP1 inh -4, ADAM17 inh -4 and DDE Tn6 FP inh 1.
Screening Cc1cnc(NC(=O)c2sc3ccccc3c2Cl)s1 returned PLC-gamma1 inh -10, MBD2 DNA inh 1, UHRF1 binding -1, ARFGAP1 inhibitor 0, Tn7 DDE FP -10, KLK7 zymogen act -0.5, PLCb3 inh -10, ASAP1 inh 8, ADAM17 inh 0 and DDE Tn6 FP inh 6.
O=C(CSc1nc2ccccc2c(=O)n1Cc1ccco1)N1CCCC1 was read as PLC-gamma1 inh 1, MBD2 DNA inh 1, UHRF1 binding 5, ARFGAP1 inhibitor 7, Tn7 DDE FP 1, KLK7 zymogen act 0.0, PLCb3 inh -1, ASAP1 inh 6, ADAM17 inh -9 and DDE Tn6 FP inh -3.
For Cc1ccc(OCC(=O)N2CCCC(CCC(=O)N(C)CCc3ccccn3)C2)cc1 (configuration not stated) the results were PLC-gamma1 inh 0, MBD2 DNA inh 3, UHRF1 binding 0, ARFGAP1 inhibitor 12, Tn7 DDE FP 7, KLK7 zymogen act -0.1, PLCb3 inh 3, ASAP1 inh 5, ADAM17 inh -1 and DDE Tn6 FP inh -4.

Retrieved by compound from above:
`CCOC(=O)c1c(C)[nH]c(C(=O)N/N=C/c2cc([N+](=O)[O-])ccc2O)c1C` gave PLC-gamma1 inh 0, MBD2 DNA inh 6, UHRF1 binding 1, ARFGAP1 inhibitor 6, Tn7 DDE FP 3, KLK7 zymogen act -0.5, PLCb3 inh -12, ASAP1 inh 2, ADAM17 inh -6 and DDE Tn6 FP inh 5.
`Cn1c(=O)cc(OCC(=O)NCc2cccnc2)c2ccccc21` gave PLC-gamma1 inh 6, MBD2 DNA inh 1, UHRF1 binding 1, ARFGAP1 inhibitor 7, Tn7 DDE FP -11, KLK7 zymogen act -0.1, PLCb3 inh 3, ASAP1 inh 3, ADAM17 inh 3 and DDE Tn6 FP inh 0.
Screening CCCN(CCC)Cc1c(C(=O)N/N=C/c2ccc(Br)cc2)nnn1-c1nonc1N returned PLC-gamma1 inh 2, MBD2 DNA inh -5, UHRF1 binding 0, ARFGAP1 inhibitor 12, Tn7 DDE FP -3, KLK7 zymogen act 0.5, PLCb3 inh -6, ASAP1 inh 0, ADAM17 inh 1 and DDE Tn6 FP inh 5.

The list goes on:
CCOc1cc(NC(=S)NCc2ccco2)c(OCC)cc1NC(C)=O was read as PLC-gamma1 inh -2, MBD2 DNA inh -2, UHRF1 binding -2, ARFGAP1 inhibitor -2, Tn7 DDE FP 4, KLK7 zymogen act 0.1, PLCb3 inh 0, ASAP1 inh 2, ADAM17 inh -4 and DDE Tn6 FP inh 6.
Screening c1ccc(-c2nnnn2-c2ccccc2)cc1 returned PLC-gamma1 inh 0, MBD2 DNA inh 2, UHRF1 binding 0, ARFGAP1 inhibitor 4, Tn7 DDE FP 4, KLK7 zymogen act -0.3, PLCb3 inh -1, ASAP1 inh 8, ADAM17 inh -3 and DDE Tn6 FP inh 0.
`CCCCN(CC)CCNC(=O)Cn1cc2c(n1)-c1c(oc(C(=O)N3CCCC3)c1C)CC2` gave PLC-gamma1 inh -43, MBD2 DNA inh -1, UHRF1 binding 1, ARFGAP1 inhibitor -7, Tn7 DDE FP -1, KLK7 zymogen act 3.0, PLCb3 inh -64, ASAP1 inh -3, ADAM17 inh -30 and DDE Tn6 FP inh -2.
For CCOC(=O)c1ccc(NC(=S)NCc2ccco2)cc1 the results were PLC-gamma1 inh 2, MBD2 DNA inh -7, UHRF1 binding -1, ARFGAP1 inhibitor 7, Tn7 DDE FP 2, KLK7 zymogen act 0.0, PLCb3 inh -7, ASAP1 inh 5, ADAM17 inh 2 and DDE Tn6 FP inh -14.
CC(=O)Nc1ccc(S(=O)(=O)N(Cc2ccco2)Cc2cc3ccccc3[nH]c2=O)cc1 was read as PLC-gamma1 inh -13, MBD2 DNA inh 6, UHRF1 binding 1, ARFGAP1 inhibitor 3, Tn7 DDE FP 0, KLK7 zymogen act -0.3, PLCb3 inh -27, ASAP1 inh 10, ADAM17 inh -11 and DDE Tn6 FP inh 0.
For COC(=O)[C@H](CC(C)C)N(Cc1cn(Cc2ccc(C)cc2)nn1)S(=O)(=O)c1ccc(F)cc1Br the results were PLC-gamma1 inh 4, MBD2 DNA inh 12, UHRF1 binding 17, Tn7 DDE FP 1, KLK7 zymogen act 0.0, PLCb3 inh 4, ADAM17 inh 9 and DDE Tn6 FP inh -5.
For CCCCCCCCC(=O)N1C(C)CCC1C (configuration not stated) the results were PLC-gamma1 inh 2, MBD2 DNA inh 0, UHRF1 binding 4, ARFGAP1 inhibitor 9, Tn7 DDE FP -5, KLK7 zymogen act -0.7, PLCb3 inh -42, ASAP1 inh 4, ADAM17 inh -4 and DDE Tn6 FP inh -5.
COc1ccc(C2CC(c3ccc(Br)cc3)=NN2C(=O)CSC2=NCCS2)cc1 (configuration not stated) was read as PLC-gamma1 inh 0, MBD2 DNA inh -1, UHRF1 binding 2, ARFGAP1 inhibitor 4, Tn7 DDE FP 4, KLK7 zymogen act -1.3, PLCb3 inh 1, ASAP1 inh 8, ADAM17 inh 4 and DDE Tn6 FP inh -7.
CSc1ccc(CN2CCc3c([nH]c4ccccc34)C2)cc1 was read as PLC-gamma1 inh -18, MBD2 DNA inh 3, UHRF1 binding 2, ARFGAP1 inhibitor 4, Tn7 DDE FP -4, KLK7 zymogen act -0.3, PLCb3 inh -26, ASAP1 inh 5, ADAM17 inh -4 and DDE Tn6 FP inh 1.
Screening Cc1ccc(CC2CC(=O)N(c3nc4ccccc4n3C)C2=O)cc1 (configuration not stated) returned PLC-gamma1 inh 12*, MBD2 DNA inh -3, UHRF1 binding 20, ARFGAP1 inhibitor -2, Tn7 DDE FP 6, KLK7 zymogen act 0.0, PLCb3 inh 7, ASAP1 inh -2, ADAM17 inh 5 and DDE Tn6 FP inh -6.
